Screens from PubChem.
Pf growth 48h – Primary qHTS for delayed death inhibitors of the malarial parasite plastid, 48 hour incubation; P. falciparum luciferase growth in erythrocytes, 48 h; Potency, µM (doses to about 28.7 µM), for inactives: at the highest dose activity change, negative = inhibition, hits mostly inhibitors; actives 5.9% (n = 310,000); AID 504832, 2011; note: potency is the fitted concentration of half-maximal effect; % is set by controls: 0 for no effect and ±100 for the full control effect
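Read-out is firefly luciferase luminescence from an integrated reporter in P. falciparum, so falling signal marks reduced parasite growth. Infected erythrocytes were at 2% hematocrit and 0.1% parasitemia (final) in Albumax-supplemented RPMI 1640.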
CHX counter – Cycloheximide Counterscreen for Small Molecule Inhibitors of Shiga Toxin. AID 2314, 2010. actives 12% (n = 300,000). cell reporter, cycloheximide protein synthesis inhibition counterscreen. max response, %; in the data active = max response mostly above about 13%, no sharp cut-off; inactive = mostly below about 14%; note: read at 38.3 µM for the half of the compounds with a filed dose; 0% is about no effect
Pf growth 96h – Primary qHTS for delayed death inhibitors of the malarial parasite plastid, 96 hour incubation; P. falciparum luciferase reporter growth, 96 h; Potency, µM (series often up to 28.7 µM), for the others: at the top dose activity change, negative = inhibition, actives largely listed as inhibitors; actives 6.9% (n = 320,000); AID 504834, 2011; note: potency is the fitted concentration of half-maximal effect; % is set by controls: 0 for no effect and ±100 for the full control effect
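P. falciparum expressing integrated firefly luciferase, in erythrocytes at 2% hematocrit, 0.05% parasitemia, incubated with compounds 96 h at 37 C, 5% CO2. Growth inhibition read as loss of luminescence; two-generation exposure targets delayed-death apicoplast inhibitors.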
LmPK inh – qHTS Assay for Inhibitors of Leishmania Mexicana Pyruvate Kinase (LmPK); Q27686; purified LmPK, Kinase-Glo ATP luminescence, 1 h; Potency, µM (top dose mostly 57.5 µM), inactives show at the highest dose activity change, negative = inhibition, most hits filed as inhibitors; actives 0.37% (n = 290,000); AID 1721, 2009; note: potency is the fitted concentration of half-maximal effect; % is set by controls: 0 for no effect and ±100 for the full control effect
Target sequence (Q27686 whole entry, looked up): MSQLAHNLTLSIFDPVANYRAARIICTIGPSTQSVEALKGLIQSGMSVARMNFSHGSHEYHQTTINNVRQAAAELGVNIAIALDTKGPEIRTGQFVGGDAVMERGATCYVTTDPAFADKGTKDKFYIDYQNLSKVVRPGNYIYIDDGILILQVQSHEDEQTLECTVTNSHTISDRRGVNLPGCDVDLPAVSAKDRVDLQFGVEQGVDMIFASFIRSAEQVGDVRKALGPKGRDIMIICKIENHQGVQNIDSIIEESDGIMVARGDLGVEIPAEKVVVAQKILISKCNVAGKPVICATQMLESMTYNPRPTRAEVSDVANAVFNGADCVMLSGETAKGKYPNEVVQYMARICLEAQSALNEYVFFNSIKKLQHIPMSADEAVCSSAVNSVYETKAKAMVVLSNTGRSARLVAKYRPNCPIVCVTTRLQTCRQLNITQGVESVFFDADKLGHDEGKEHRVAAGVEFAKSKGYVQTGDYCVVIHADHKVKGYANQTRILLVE
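Screened at intermediate enzyme activity to detect both inhibitors and activators: LmPK at 0.1 nM, with a 0.5 nM enzyme column as activation reference. PEP 0.5 mM, ADP 0.1 mM; ATP detected by luminescence after 1 h.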
Shiga inhibitor – A qHTS for Small Molecule Inhibitors of Shiga Toxin; actives 9.2% (n = 290,000); Vero cells, Shiga toxin protein synthesis inhibition reporter; inhibition, % at 38.7 µM; in the data active = inhibition mostly above about 28%, no sharp cut-off; inactive = mostly below about 43%; note: 0% is about no effect
AMA1-RON2 inh – qHTS for Inhibitors of AMA1-RON; Towards Development of Antimalarial Drug Lead: Primary Screen; Plasmodium falciparum AMA1 (3D7) - RON2 peptide interaction; AlphaScreen AMA1-biotinylated RON2 peptide binding; Potency, µM (series often up to 58.2 µM), for the others: at the highest dose activity change, negative = inhibition, usual class: inhibitors; actives 0.2% (n = 360,000); AID 720542, 2013;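 note: potency is the fitted concentration of half-maximal effect; 0% = vehicle wells and -100% = peptide control; nearly all actives have a fitted effect of over 45% in size; some results filed as inactive show a strong effect at the top dose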
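AMA1 (3D7) with his tag at 25 nM final met compounds first, then biotinylated RON2 peptide at 25 nM; detection used donor plus acceptor beads, 10 µg/mL apiece, read by AlphaScreen after 30 min at room temperature.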
Tb PYK inh – qHTS of Trypanosoma Brucei Inhibitors; pyruvate kinase (Trypanosoma brucei), Q57TT1; TbPYK enzyme, Kinase-Glo Plus ATP luminescence, 45 min; Potency, µM (top dose mostly 76.8 µM), without a hit: at the top dose activity, negative = inhibition, most hits filed as inhibitors; actives 0.12% (n = 410,000); AID 624173, 2012; note: potency is the fitted concentration of half-maximal effect; % is set by controls: 0 for no effect and ±100 for the full control effect; nearly all actives have a fitted effect of over 50% in size
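In this concentration-response screen, enzyme-free wells defined baseline while DMSO plates tracked drift. Each reaction combined TbPYK, substrate, compound and 130 uM ADP for 45 min at room temperature. Kinase-Glo Plus luminescence gave the signal.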
The depositor's hits bear a star; ? = inconclusive; nt = no result given; & = joins results of further samples; [ ] = remark or other dose. Unless noted, calls come from the whole dose curve; as a rule, active = well fitted curve in the direction sought with a large enough effect; inconclusive = small, poorly fitted or top-dose-only effect, or another doubt; inactive = no such curve, though single readings can be large; an effect the other way counts as inactive or inconclusive. Hits appear at their usual frequency; about 21% have a hit in one of these screens.

SMILES	Pf growth 48h	CHX counter	Pf growth 96h	LmPK inh	Shiga inhibitor	AMA1-RON2 inh	Tb PYK inh
COCCNC(=O)/C(C#N)=C/c1c(N2CCCCCC2)nc2ccccn2c1=O	?	-3	?	-5%	21	-10%	0%
CCCCCC(=O)C(=O)c1ccc(O)cc1O	-5%	-4	0%	0%	-5	-7%	5%
CCN(CC)CCCN(Cc1cc2cc3c(cc2[nH]c1=O)OCO3)C(=S)Nc1ccc(OC)cc1	?	-1	-17%	0%	12	-15%	2%
CC(=O)Nc1ccc(NS(=O)(=O)c2ccc(Cl)c(C(=O)O)c2)cc1	-8%	-3	40%[activator]	-6%	5	7%	0%
O=C(NC1CCCCCC1)C1CCN(S(=O)(=O)c2ccccc2)CC1	-1%	0	2.9µM*	-1%	-8	-6%	-1%
NC(=O)C1CCN(/C=C2\C(=O)NC(=O)N(Cc3ccco3)C2=O)CC1	-9%	-1	-1%	4%	-2	-6%	-6%
O=C(Cc1ccc(Cl)cc1Cl)NCC1(N2CCOCC2)CCCCC1	-12%	3	0%	-4%	-24	2%	-1%
CC(C)(C)c1ccc(C(=O)NCC2CCCN2S(=O)(=O)c2ccccc2)cc1 (centres undefined)	9.3µM*	nt	13µM*	nt	nt	0%	4%
O=C(O)c1cccc(-n2nnnc2SCc2ccccn2)c1	13%	-2	nt	-9%	11	32%[activator]	-6%
C/C(=N\NC(=O)c1cccs1)c1ccc(C(=O)O)s1	97%[activator]	64*	39%[activator]	1%	83*	1%	-5%
COc1cccc(C(=O)C2CCCN(Cc3cccc(C)n3)C2)c1 (centres undefined)	2.9µM*	1	?	-5%	23	5%	10%
COC(=O)C1=CN(CC2CCCO2)C=C(C(=O)OC)C1c1ccsc1 (centres undefined)	?	-4	nt	0%	6	26%	3%
COc1cccc(-c2sc3ccc(OC)cc3c2-c2ccc(C(N)=O)cc2)c1	?	nt	?	nt	nt	-2%	-1%
Cc1ccc2nc(NC(=O)c3cc(-c4ccco4)nc4ccccc34)sc2c1	27%	24*	?	1%	35	-1%	-1%
COC(=O)c1ccc(C(=O)OC)c(NC(=O)Oc2ccccc2)c1	37%[activator]	13	?	-12%	14	-4%	3%
Cc1ccccc1OCCCSc1nc2ccccc2[nH]1	7%	19*	10µM*	11%	27*	14%	0%
Cc1nn(Cc2c(F)cccc2Cl)c(C)c1[N+](=O)[O-]	?	-9	90%[activator]	0%	-6	-3%	3%
NS(=O)(=O)c1ccc(CCNC(=O)Nc2ccc(Cl)c(Cl)c2)cc1	3%	1	nt	7%	-14	21%	2%
COc1ccc(Oc2nc(-c3ccncc3)nc3ccccc23)cc1	?	9	?	1%	-1	10%	-3%
CCN(CC)c1ccc(C2Nc3cccc4cccc(c34)N2)cc1	10µM*	25*	?	-1%	24	-1%	-4%
CCCCn1c(/C=N/Nc2nc3ccccc3[nH]2)nc2ccccc21	1.9µM*	2	?	5%	11	4%	-11%
Nc1c([N+](=O)[O-])cc(F)c(N2CCNCC2)c1Br	42%[activator]	7	16%	1%	2	-17%	15%
COc1ccc(CN2CCN(c3ccccn3)CC2)cc1OCc1ccccc1	-18%	-3	-1%	1%	-14	?	-18%
CCOC(=O)C1=C(C)OC(N)=C(C#N)C1c1cc(F)ccc1F (centres undefined)	nt	-5	?	7%	-4	3%	6%
Cc1nc2ccccc2c(=O)n1NC(=O)c1ccco1	-10%	1	-6%	4%	-2	-6%	-2%

An excerpt from further up, for reference:
SMILES	Pf growth 48h	CHX counter	Pf growth 96h	LmPK inh	Shiga inhibitor	AMA1-RON2 inh	Tb PYK inh
CC(C)(C)c1ccc(C(=O)NCC2CCCN2S(=O)(=O)c2ccccc2)cc1 (centres undefined)	9.3µM*	nt	13µM*	nt	nt	0%	4%
O=C(O)c1cccc(-n2nnnc2SCc2ccccn2)c1	13%	-2	nt	-9%	11	32%[activator]	-6%
C/C(=N\NC(=O)c1cccs1)c1ccc(C(=O)O)s1	97%[activator]	64*	39%[activator]	1%	83*	1%	-5%
COc1cccc(C(=O)C2CCCN(Cc3cccc(C)n3)C2)c1 (centres undefined)	2.9µM*	1	?	-5%	23	5%	10%
COC(=O)C1=CN(CC2CCCO2)C=C(C(=O)OC)C1c1ccsc1 (centres undefined)	?	-4	nt	0%	6	26%	3%
COc1cccc(-c2sc3ccc(OC)cc3c2-c2ccc(C(N)=O)cc2)c1	?	nt	?	nt	nt	-2%	-1%
Cc1ccc2nc(NC(=O)c3cc(-c4ccco4)nc4ccccc34)sc2c1	27%	24*	?	1%	35	-1%	-1%
COC(=O)c1ccc(C(=O)OC)c(NC(=O)Oc2ccccc2)c1	37%[activator]	13	?	-12%	14	-4%	3%
Cc1ccccc1OCCCSc1nc2ccccc2[nH]1	7%	19*	10µM*	11%	27*	14%	0%
Cc1nn(Cc2c(F)cccc2Cl)c(C)c1[N+](=O)[O-]	?	-9	90%[activator]	0%	-6	-3%	3%
NS(=O)(=O)c1ccc(CCNC(=O)Nc2ccc(Cl)c(Cl)c2)cc1	3%	1	nt	7%	-14	21%	2%
COc1ccc(Oc2nc(-c3ccncc3)nc3ccccc23)cc1	?	9	?	1%	-1	10%	-3%
CCN(CC)c1ccc(C2Nc3cccc4cccc(c34)N2)cc1	10µM*	25*	?	-1%	24	-1%	-4%
CCCCn1c(/C=N/Nc2nc3ccccc3[nH]2)nc2ccccc21	1.9µM*	2	?	5%	11	4%	-11%
Nc1c([N+](=O)[O-])cc(F)c(N2CCNCC2)c1Br	42%[activator]	7	16%	1%	2	-17%	15%
COc1ccc(CN2CCN(c3ccccn3)CC2)cc1OCc1ccccc1	-18%	-3	-1%	1%	-14	?	-18%
CCOC(=O)C1=C(C)OC(N)=C(C#N)C1c1cc(F)ccc1F (centres undefined)	nt	-5	?	7%	-4	3%	6%
Cc1nc2ccccc2c(=O)n1NC(=O)c1ccco1	-10%	1	-6%	4%	-2	-6%	-2%

Later entries
SMILES	Pf growth 48h	CHX counter	Pf growth 96h	LmPK inh	Shiga inhibitor	AMA1-RON2 inh	Tb PYK inh
CC1CCN(C(=O)CN2C(=O)c3cccc4cccc(c34)C2=O)CC1	10%	10	12%	-3%	-2	-17%	-5%
Cc1ccc(NC(=O)CSCC(=O)NCc2cccc(C(F)(F)F)c2)cc1	-16%	nt	-4%	nt	nt	4%	-27%
O=[N+]([O-])c1ccccc1-c1ccc(C(=S)N2CCCCC2)o1	136%[activator]	58*	182%[activator]	-4%	63*	25µM*	-6%
O=C(Nc1ccc(S(=O)(=O)N2CCCC2)cc1)C1CC(=O)N(c2ccc(F)cc2)C1 (centres undefined)	?	8	7%	6%	-2	-4%	-11%
O=C(Nc1nnc(-c2ccc(Cl)cc2)o1)NC1CCCCC1	-1%	-3	nt	-3%	5	-2%	-7%
CCC(NC(=O)c1cc(COc2cc(C)c(Cl)c(C)c2)on1)c1ccncc1 (centres undefined)	8%	12	56%[activator]	2%	11	15%	4%
CC(c1ccco1)N(C(=O)c1ccccc1NS(=O)(=O)c1ccc(Cl)c([N+](=O)[O-])c1)c1ccccn1 (centres undefined)	-1%	-3	?	0%	39*	-28%	-8%
O=C(COC(=O)/C=C/c1cccs1)NC1CCCCC1	6%	-1	15%	1%	11	0%	-1%
CC(C)c1onc(C(=O)N2C(C)CCCC2C)c1[N+](=O)[O-] (centres undefined)	0%	1	55%[activator]	0%	-7	3%	1%
COc1ccc(CN2CCN(S(=O)(=O)c3ccc(C)cc3)CC2)cc1Br	-8%	-2	nt	-5%	11	-26%	15%
Cn1cc([N+](=O)[O-])c(C(=O)Nc2ccc(Br)cn2)n1	45%[activator]	25*	54%[activator]	-3%	52*	-4%	1%
CC(C)(C)n1nnnc1C(c1cccs1)N1CCN(Cc2ccccc2)CC1 (centres undefined)	?	-1	3%	-5%	5	-3%	-3%
CC1CCc2c(sc(Nc3nc4c(F)cccc4s3)c2C(N)=O)C1 (centres undefined)	-21%	12	?	1%	-4	-8%[11.6 µM]	?
COCC(C)NC(=O)COc1nncc2ccccc12 (centres undefined)	8%	5	13%	-7%	23	25%	-4%
O=C(/C=C/c1cccc([N+](=O)[O-])c1)NC1CC2CCC1C2 (centres undefined)	19%	19*	59%[activator]	0%	34	-7%	-10%
O=C1OC2(c3ccc(O)cc3Oc3cc(O)ccc32)c2ccccc21	nt	-5&-2	nt	nt	-6&-10	nt	4%
CC[N+]1(CC)CC2=Cc3c(ccc4ccccc34)CC2C1 (centres undefined)	nt	11	?	3%	16	-3%	-9%
CC(C)(C)c1ccccc1OCCOCCSc1ncccn1	nt	8	?	-3%	29	17%	-9%
Nc1nonc1-c1noc(-c2ccc(Br)o2)n1	31%[activator]	2	23%	0%	24	-14%	1%
CCOC(=O)c1ccc(NC(=S)N2CCCC2c2ccc(OC)c(OC)c2)cc1 (centres undefined)	?	-3	?	-1%	3	-4%	-8%
Cc1occc1C(=O)Nc1c(Cl)cccc1Cl	9%	-1	?	2%	-3	-4%	0%
CCc1noc(C)c1C(=O)NC1CCCc2c1cnn2-c1cc(C)cc(C)c1 (centres undefined)	?	34*	-28%	-3%	34	0%	-1%
NC(=O)c1nn(-c2ccccc2)nc1NC(=O)CSc1nnnn1-c1ccc(Cl)cc1	18%	-3	?	1%	-13	15%	-3%
COc1ccc2c(c1OC)C(=O)N1C2SC(C)(C)[C@H]1C(=O)NCCCOC(C)C (some centres undefined)	?	1	?	-5%	-4	-20%	-8%
CCc1cccc(CC)c1NC(=O)CN1C2CCCC1CC(NC(=O)Nc1cccc(OC)c1)C2 (centres undefined)	?	2	46%[activator]	-1%	-15	-10%	5%
Cc1ccc(C(=O)Oc2ccc(C(=O)COC(=O)c3cnccn3)cc2)cc1	nt	9	38%[activator]	-7%	13	6%	-5%
O=C(NCc1ccco1)c1cccc(C(F)(F)F)c1	-1%	-1	-17%	2%	13	-14%	-2%

Part of the list above in order of heavy-atom count, largest number first.
SMILES	Pf growth 48h	CHX counter	Pf growth 96h	LmPK inh	Shiga inhibitor	AMA1-RON2 inh	Tb PYK inh
Cc1ccc(C(=O)Oc2ccc(C(=O)COC(=O)c3cnccn3)cc2)cc1	nt	9	38%[activator]	-7%	13	6%	-5%
CC1CCc2c(sc(Nc3nc4c(F)cccc4s3)c2C(N)=O)C1 (centres undefined)	-21%	12	?	1%	-4	-8%[11.6 µM]	?
COCC(C)NC(=O)COc1nncc2ccccc12 (centres undefined)	8%	5	13%	-7%	23	25%	-4%
